# Ins promoter up – MIN6 insulin promoter up-regulation; MIN6 insulin promoter-GFP reporter, high-content imaging; hits give high values; z-score at 5 µM; 0.3% of 190,000 active; AID 1625;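 active = z-score above 3 at 5 µM with at least 500 cells counted in the well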
# AID2073 – disruptors of CaV2.2 binding to Mint1 – biochemical, HTRF (AID 2073). HTRF protein-protein interaction, Mint1-CaV2.2; higher % means a stronger effect. inhibition, % at 20 µM; hits with a dose series show IC50 in µM. 0.19% of 290,000 active; in the data active = inhibition mostly above about 51%, no sharp cut-off; also: some results filed as inactive read as strong as hits
# Yfh1-depleted yeast – enhancers of respiration in Yfh1-depleted yeast, dose response, Friedreich's ataxia, plus single-dose screen (AID 1465); fold induction at 50 µM; hits with a dose series show EC50 in µM; 0.074% of 220,000 active; S. cerevisiae Yfh1-off respiration, WST-1 reduction, 72 h; higher fold induction means a stronger effect;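 active = fold induction of absorbance versus untreated yeast above a set limit, then at least 30% activation at any dose in follow-up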;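 also: activators that raise dye reduction in frataxin-depleted yeast; strong numbers were not always called active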
# HIV peptide binding – inhibitors of HIV fusion peptide binding, primary screen, biochemical, uHTS, fluorescence dequenching (AID 1986); cell-free peptide binding, fluorescence dequenching, 30 min; higher % means a stronger effect; inhibition, % at 20 µM, or IC50 in µM where a hit was titrated; 0.3% of 290,000 active; in the data active = inhibition mostly above about 52%, no sharp cut-off; inactive = mostly below about 76%; also: some results filed as inactive read as strong as hits
# Dynein cargo inh – dynein cargo transport inhibition; 0.47% of 220,000 active; 3617.4 mouse cells, GR-EGFP nuclear translocation imaging; test concentration mostly 20 µM; stimulated with dexamethasone, 1 µM; hits give low values; z-score, hits read low;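 active = plate z-score of nuclear minus cytoplasmic receptor signal below a set negative limit, without overly bright fluorescence or cell loss, cut at about -3.5 in these data, passing the limit was not always enough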;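 also: z-score of nuclear minus cytoplasmic ring GR-EGFP intensity difference per well; some compounds called inactive have numbers as strong as hits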
#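 Buffer or medium: Induction medium lacking tetracycline, stripped serum | Also added: Dexamethasone agonist, 1.0 µM final, for 30 min | Timing: 48 h induction, 1 h compound, 30 min dex at 37 °C | Detection: Formaldehyde fixation, Hoechst nuclear stain, 10x automated fluorescence imaging | Measure: Nuclear versus cytoplasmic GR-EGFP signal, averaged per well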
# WT yeast gro inh – growth inhibition of WT yeast, mitochondrial fusion screen; 2.1% of 190,000 active; mitochondrial fusion phenotypic screen, WT strain; inhibition, % at 10 µM; in the data active = inhibition above about 58%; tested in S. cerevisiae
# b-catenin transl – modulators of beta-catenin nuclear translocation; HeLa beta-catenin nuclear translocation, immunofluorescence imaging; nuclear translocation activity, % at 5 µM; 0.3% of 190,000 active;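 active = nuclear translocation activity above 50% at 5 µM, with a well cell count of 50 or more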;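 also: per-cell ratio of nuclear to cytoplasmic median beta-catenin stain intensity; plate controls were DMSO negative control for no effect and GSK-3 inhibitor IX positive control for full effect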
#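 Test system: human HeLa cells, endogenous beta-catenin. Times: 24 h compound exposure, 37°C. Measured by: beta-catenin immunofluorescence imaging with DAPI.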
# Autophagy mod – modulators of autophagy; MEF GFP-LC3 puncta imaging; test concentration mostly 10 µM; calls only at 10 µM (by protocol); 0.98% of 190,000 active; AID 463193;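 active = percentage of spot-positive cells more than 3 SD above its plate mean, without a fluorescence outlier flag or 80% toxicity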;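 also: spot-positive cell cutoff set from DMSO-treated cells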
# MT stabilize HCS – microtubule stabilization, imaging screen; HeLa tubulin immunostaining HCS, 24 h; share of cells brighter than vehicle mean+2SD; % tubulin-high responders, % at 10 µM; 0.83% of 200,000 active; AID 2205;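 active = plate Z-score above 3 for both tubulin-high and condensed-nucleus cell shares, with cell loss under 80%, at 10 µM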;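 also: anti alpha tubulin signal scored within the nucleus-defined area of each cell; some results filed as inactive read as strong as hits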
# WT yeast gro inh mutant strain – further read-out of WT yeast gro inh, marked with its call; inhibition, %; mitochondrial fusion phenotypic screen, mutant strain inhibition
# Dynein cargo inh cytoplasmic EGFP – further read-out of Dynein cargo inh, marked with its call; z-score; measured here: cytoplasmic GR-EGFP intensity; hits give high values
# Dynein cargo inh nuclear GR-EGFP – second read-out of Dynein cargo inh, no call of its own (marks repeat the call); z-score; measured here: nuclear GR-EGFP intensity;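 lower value marks the stronger effect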
# Dynein cargo inh cell count – further read-out of Dynein cargo inh, marked with its call; z-score; measured here: cell count per field
# Ins promoter up cell count – recorded beside Ins promoter up, whose call it bears; cell count; measured here: cytotoxicity, nuclei count;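 total cells summed across four imaged fields per well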
# b-catenin transl cell count 5 µM – further read-out of b-catenin transl, marked with its call; cell count; measured here: cell count, cytotoxicity flag
# MT stabilize HCS Hoechst-high % – recorded beside MT stabilize HCS, whose call it bears; % Hoechst-high responders; measured here: nuclear condensation Hoechst responders;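 share of cells brighter than vehicle mean plus two SD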
# MT stabilize HCS cytotoxicity % – also measured in MT stabilize HCS; calls as there; toxicity, %; measured here: cytotoxicity by cell density;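 0% = mean cell density of plate MIN control wells and 100% = no cells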
# Autophagy mod cell loss 18 h – recorded beside Autophagy mod, whose call it bears; toxicity, %; measured here: cell loss, nuclei count;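 cell loss after 18 h compound exposure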
# The depositor's hits bear a star; i = inactive; . = no result given.
# Values run as follows: Ins promoter up, Ins promoter up cell count, AID2073, Yfh1-depleted yeast, HIV peptide binding, Dynein cargo inh, Dynein cargo inh cytoplasmic EGFP, Dynein cargo inh nuclear GR-EGFP, Dynein cargo inh cell count, WT yeast gro inh, WT yeast gro inh mutant strain, b-catenin transl, b-catenin transl cell count 5 µM, Autophagy mod, Autophagy mod cell loss 18 h, MT stabilize HCS, MT stabilize HCS Hoechst-high %, MT stabilize HCS cytotoxicity %
> Cc1sc2nc3c(SC(C)C(=O)O)cc(C(=O)c4ccccc4O)cn3c(=O)c2c1C (stereo not drawn)
  0.13, 1385, 8.6%, i, 20.4%, -0.0981, -0.0207, 0.105, -0.4, 0.1, -14.6, -3.7, 504, i, -5.8, 1.7, 4.8, 9.8
> CC(NC(=O)c1ccc(Br)cc1Br)c1ccccc1 (stereo not drawn)
  0.58, 1434, 9.9%, i, -0.3%, -0.67, -0.26, -0.269, 1.1, -17.0, -26.9, -0.2, 958, i, -1.3, 1.8, 1.7, 8.9
> CCN(CC)S(=O)(=O)c1ccc2nc(COC(=O)c3n[nH]c4ccccc34)[nH]c2c1
  -0.5, 1080, 16.3%, i, 3.3%, -0.467, -0.32, -0.127, 0.22, -0.5, -7.0, -6.1, 1231, i, -6.5, 4.9, 4.0, 4.6
> O=S(=O)(N1CCCCC1)N1CCCN(S(=O)(=O)N2CCCCC2)CC1
  -0.54, 1240, -2.7%, i, 0.4%, 1.74, -0.125, 0.924, -1.13, 1.6, -12.4, 1.3, 1049, i, 2.1, 5.6, 2.0, 2.8
> Cc1ccc2cc(C#N)c(SCC(=O)N3CCCC3)nc2c1
  -0.01, 912, 4.8%, i, -0.1%, 1.34, -0.256, 1.16, -0.975, ., ., 0.1, 1248, ., ., ., ., .
> C=CCNC(=O)Nc1cc(Cl)ccc1OC
  0.64, 1422, -0.2%, i, 1.4%, -0.272, -0.228, 0.127, -0.402, 18.2, 14.4, -1.3, 1100, i, 25.6, 2.9, 0.9, 0.9
> O=C(NC1CC1)C1CCCN1S(=O)(=O)c1ccc2ccccc2c1 (stereo not drawn)
  -0.18, 1142, 1.6%, i, 0.7%, 0.193, -0.239, 0.395, 1.32, -4.9, 5.6, 7.7, 761, i, 1.5, 24.4*, 12.4*, 33.0*
> CCOC(=O)N1CCN(S(=O)(=O)c2cc(Br)cc3c2N(C(=O)CC)CC3)CC1
  0.08, 1224, -5.3%, i, 0.9%, 0.887, -0.141, 0.52, -0.397, 5.0, 10.4, -0.8, 1094, i, 0.8, 3.4, 3.3, 2.3
> CCOC(=O)C1=C(CSc2nc(-c3ccncc3)ccc2C#N)OC(N)=C(C#N)C1c1cccnc1 (stereo not drawn)
  1.15, 1257, 57.3%, i, 3.7%, -1.55, -0.0188, -0.434, 0.232, 10.8, -6.2, -7.8, 1026, i, -6.7, 5.3, 2.1, 4.6
> Cc1ccc(/C=N/NC(=O)c2ccc3nc[nH]c3c2)o1
  0.78, 1406, 3.1%, i, -2.8%, 0.201, -0.0968, 0.00854, -0.401, ., ., -2.1, 961, ., ., ., ., .
> Cc1c(NC(=O)c2ccccc2)c(=O)n(-c2ccccc2)n1C
  1.31, 1405, 1.4%, i, -2.3%, -0.0849, -0.23, -0.222, 0.058, -11.7, -4.5, 1.0, 505, i, -4.4, 3.9, 1.0, 4.2
> Cc1ccc(C(=O)NC(=S)Nc2nc(-c3cccc([N+](=O)[O-])c3)cs2)c(Cl)c1
  -1.19, 1153, 19.1%, i, -0.4%, 1.78, -0.225, 1.31, -1.48, -3.5, -7.5, 1.4, 1043, i, 4.7, 6.6, 3.1, 5.4
> O=C(Cn1cc[n+](Cc2ccccc2)c1)c1ccc([N+](=O)[O-])cc1
  -0.74, 1234, 15.3%, i, 0.3%, 1.83, -0.101, 0.737, -1.33, 23.7, 5.7, -2.8, 1094, i, -3.3, 3.2, 2.5, 11.4
> COc1ccc(C(N)=O)cc1NC(=O)CC(O)(C(F)(F)F)C(F)(F)F
  -0.66, 1258, -0.9%, i, 0.9%, -0.976, -0.151, -0.894, 1.04, 20.9, 1.9, 0.0, 1123, i, 5.2, 2.6, 1.8, 3.1
> O=C(NNC(=S)NCc1ccccc1)c1ccc(Br)o1
  -0.22, 1422, 6.7%, i, -3.2%, 0.431, -0.263, 0.471, -0.662, -18.4, 17.4, 0.3, 1104, i, -5.0, 4.2, 3.1, 7.2
> CC(C)c1ccc(NC(=S)Nc2ccc3[nH]c(=O)[nH]c3c2)cc1
  -0.52, 1487, -34.7%, i, -2.4%, 0.13, -0.205, -0.218, -0.104, ., ., -1.9, 1147, ., ., ., ., .
> COc1cc(C2NC(=O)NC(C)=C2C(=O)OCc2ccc(C)cc2)cc(OC)c1O (stereo not drawn)
  0.1, 1508, 3.7%, i, 2.0%, 0.81, -0.375, 0.603, -0.529, 0.7, 6.3, -3.7, 1075, i, -1.7, 6.3, 1.6, 11.9
> O=C(c1ccncc1)N1CCN(c2cccc(C(F)(F)F)c2)CC1
  -0.54, 972, 6.0%, i, -1.7%, -1.34, -0.164, -0.45, 1.11, 19.1, 28.9, ., ., i, -12.8, 1.6, 1.0, 7.1
> CCC1S/C(=N/N=C/c2ccco2)NC1=O (stereo not drawn)
  0.13, 1280, 3.1%, i, 3.9%, -0.561, 0.666, -0.306, 0.453, -2.0, -12.7, 2.5, 479, i, -8.4, 4.8, 3.4, 7.4
> CCOC(=O)c1c(N)sc(C(O)(C(F)(F)F)C(F)(F)F)c1-c1ccc(Cl)cc1
  0.23, 930, 2.2%, i, 0.3%, 0.125, -0.0137, 0.279, 0.292, 95.9*, 89.3*, ., ., i, -1.1, 1.5, 1.1, 8.6
> CC(=O)Nc1ccc(SCC(=O)Nc2cc(C(C)(C)C)nn2-c2ccccc2)cc1
  0.19, 1199, 0.8%, i, -2.4%, 1.67, 0.115, 1.35, -1.87, 15.1, -3.5, ., ., i, 8.0, 2.5, 1.4, 2.8
> Cc1cc(C(=O)OCC(=O)Nc2ccc(S(N)(=O)=O)cc2)c2ccccc2n1
  -0.44, 1569, -6.8%, i, 0.6%, 0.202, -0.372, -0.429, -0.0687, -8.7, -8.0, -1.2, 946, i, -3.9, 1.9, 3.3, 5.9
> Cc1ccccc1N/C(SCc1cccc(Br)c1)=C(/C#N)C(N)=O
  -0.22, 1182, 1.5%, i, -1.7%, 0.292, -0.253, 0.0567, -0.262, -18.5, -4.5, ., ., i, 3.0, 2.9, 2.7, 8.8
> CC1CCN(CCOCCOc2ccccc2-c2ccccc2)CC1
  1.84, 1188, 5.2%, i, 1.1%, 0.0776, -0.269, -0.114, -0.203, 4.3, 6.0, -1.3, 568, i, 0.1, 2.6, 2.1, 6.5
> CSCc1ccc(C(=O)Nc2cc(C)cc(C)c2)cc1
  ., ., -1.1%, i, 1.8%, 0.223, -0.313, -0.191, 0.305, 14.8, 3.5, 1.3, 1005, i, -3.8, 2.9, 1.5, 5.6
> CSc1ccc(NC(=O)Nc2cccn(Cc3ccccc3)c2=O)cc1
  -5.72, 801, 5.8%, i, -0.2%, -0.385, -0.209, -0.503, 0.325, 29.5, 7.8, 0.9, 1458, i, -9.0, 1.8, 2.6, 11.3

# 6 compounds out of the list above, sorted by their value in MT stabilize HCS Hoechst-high %, falling.
molecule | MT stabilize HCS Hoechst-high %
Cc1cc(C(=O)OCC(=O)Nc2ccc(S(N)(=O)=O)cc2)c2ccccc2n1 | 3.3
Cc1ccc(C(=O)NC(=S)Nc2nc(-c3cccc([N+](=O)[O-])c3)cs2)c(Cl)c1 | 3.1
CSc1ccc(NC(=O)Nc2cccn(Cc3ccccc3)c2=O)cc1 | 2.6
O=C(Cn1cc[n+](Cc2ccccc2)c1)c1ccc([N+](=O)[O-])cc1 | 2.5
CC1CCN(CCOCCOc2ccccc2-c2ccccc2)CC1 | 2.1
O=C(c1ccncc1)N1CCN(c2cccc(C(F)(F)F)c2)CC1 | 1.0

# 2 entries picked at random from the list so far, as already listed:
# Values run as follows: Ins promoter up, Ins promoter up cell count, AID2073, Yfh1-depleted yeast, HIV peptide binding, Dynein cargo inh, Dynein cargo inh cytoplasmic EGFP, Dynein cargo inh nuclear GR-EGFP, Dynein cargo inh cell count, WT yeast gro inh, WT yeast gro inh mutant strain, b-catenin transl, b-catenin transl cell count 5 µM, Autophagy mod, Autophagy mod cell loss 18 h, MT stabilize HCS, MT stabilize HCS Hoechst-high %, MT stabilize HCS cytotoxicity %
> CC1CCN(CCOCCOc2ccccc2-c2ccccc2)CC1
  1.84, 1188, 5.2%, i, 1.1%, 0.0776, -0.269, -0.114, -0.203, 4.3, 6.0, -1.3, 568, i, 0.1, 2.6, 2.1, 6.5
> O=S(=O)(N1CCCCC1)N1CCCN(S(=O)(=O)N2CCCCC2)CC1
  -0.54, 1240, -2.7%, i, 0.4%, 1.74, -0.125, 0.924, -1.13, 1.6, -12.4, 1.3, 1049, i, 2.1, 5.6, 2.0, 2.8
